Compound activity from PubChem BioAssay.
PLAP inhibitors HTS – PLAP enzyme inhibitors, biochemical, luminescence, HTS (AID 690). 96,000 compounds, 0.08% hits. purified PLAP, luminescent substrate; higher % means a stronger effect. inhibition, % at 20 µM, or IC50 in µM where a hit was titrated; in the data active = a potency from the dose series; inactive = the rest, 99 in 100 with inhibition below about 30%; note: strong numbers were not always called active
IL1B NFkB pot – enhances IL-1B driven NFkB nuclear translocation; HUVEC IL-1B NFkB p65 nuclear translocation imaging; activation, % at 2 µM; 94,000 compounds, 0.3% hits; AID 819;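 active = activation above 40%, about the mean plus 3 SD, also judged a hit on visual image review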;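 note: percent activation is computed from the nuclear over cytoplasmic p65 intensity ratio; values of inactives mirror those of a sister screen read the other way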
Bcl-B displacement – displacers of TR3 peptide from Bcl-B, primary screen, selectivity assay for Bfl-1 inhibitor project, biochemical, fluorescence polarization; FP displacement of FITC-TR3 peptide from Bcl-B; higher % means a stronger effect; displacement, % at 20 µM; hits with a dose series show IC50 in µM; 96,000 compounds, 0.11% hits; AID 748;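 active = displacement above 50% at 20 µM plus a fluorescence interference ratio under 1.5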;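 note: plate controls were wells without compound for no effect and wells lacking Bcl-B protein for full effect; a part of the inactive calls stands beside numbers as strong as those of hits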
MRP resist rev – MRP-mediated drug resistance reversal; H69AR cells + 2 uM doxorubicin, CellTiter-Glo, 72 h; differential viability (reversal), % at 10 µM; 85,000 compounds, 0.04% hits;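 active = viability drop by adding the cancer drug above about 55%, with treated viability meeting a 40% cutoff, limit read from the data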;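 note: viability without doxorubicin minus viability with 2 µM doxorubicin for each compound; larger differential means the compound sensitizes cells more to doxorubicin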
NFkB transloc inh – blocks IL-1B driven NFkB nuclear translocation in HUVEC cells; HUVEC IL-1B NFkB p65 nuclear translocation imaging; inhibition, % at 2 µM; 94,000 compounds, 0.43% hits; AID 796;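 active = inhibition above about 30% together with a positive call from visual inspection of the well image, limit read from the data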;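 note: nuclear over cytoplasmic p65 intensity ratio measured by imaging; 0% = IL-1B stimulated DMSO wells and 100% = unstimulated DMSO wells; values of inactives mirror those of a sister screen read the other way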
MRP resist rev cytotoxicity – also measured in MRP resist rev; calls as there; viability, %; H69AR cells, CellTiter-Glo, 72 h; measured here: cytotoxicity without doxorubicin
MRP resist rev with doxorubicin – further read-out of MRP resist rev, marked with its call; viability, %; measured here: viability with 2 uM doxorubicin; stronger effect = lower value
NFkB transloc inh cell count 2 µM – also measured in NFkB transloc inh; calls as there; cell count; measured here: cells passing quality filter;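 raw number of nuclei counted in each imaged well without normalization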
IL1B NFkB pot cell count 2 µM – further read-out of IL1B NFkB pot, marked with its call; cell count; measured here: cells passing quality filter
Starred values were filed as active, the others as inactive; nt = not tested or not shown. These rows are one share of the data. The share of hits here may be higher or lower than overall.

SMILES | PLAP inhibitors HTS | IL1B NFkB pot | IL1B NFkB pot cell count 2 µM | Bcl-B displacement | MRP resist rev | MRP resist rev cytotoxicity | MRP resist rev with doxorubicin | NFkB transloc inh | NFkB transloc inh cell count 2 µM
CCSc1nnc(NC(=O)c2csc3c2CCCC3)s1 | 8% | 15 | 126 | 0% | 37 | 101 | 64 | -15 | 126
CC(=O)c1c(C)[nH]c(C(=O)Nc2ccc3c(c2)OCCO3)c1C | -8% | 14 | 157 | 17% | 8 | 81 | 73 | -14 | 157
CC(NC(N)=O)C12CC3CC(CC(C3)C1)C2 (stereo not drawn) | -20% | 8 | 160 | -7% | -1 | 94 | 95 | -8 | 160
Nc1nc2ccccc2n1CCOc1ccccc1Cl | -20% | 32 | 140 | -5% | nt | nt | nt | -32 | 140
CNC(=O)C1CC(=O)N(Cc2ccc(OC)c(OC)c2)C(=Nc2ccc(OC)cc2)S1 (stereo not drawn) | -17% | 3 | 174 | -2% | -2 | 90 | 91 | -3 | 174
CC(C)C(c1nnnn1Cc1ccc2c(c1)OCO2)N1CCN(c2ccccc2)CC1 (stereo not drawn) | 7% | -4 | 204 | -22% | 1 | 83 | 83 | 4 | 204
Cc1ccc(-c2nc(CSCC(=O)NCCCN3CCOCC3)c(C)o2)cc1 | -35% | -6 | 115 | -7% | 1 | 87 | 86 | 6 | 115
COC(=O)C1CCN(C(=O)Cc2ccc(OC)c(OC)c2)CC1 | nt | -4 | 139 | nt | 16 | 95 | 80 | 4 | 139
CCn1c(CSc2nc3ccccc3[nH]2)n[nH]c1=S | -121% | -3 | 182 | -6% | 10 | 86 | 77 | 3 | 182
c1ccc(-c2nnc3sc(CN4CCC5(CC4)OCCO5)cn23)cc1 | 3% | nt | nt | -7% | 6 | 81 | 75 | nt | nt
Cc1ccc(Cn2nc(-c3ccccc3)nc2-c2ccccc2)cc1 | 6% | 0 | 91 | -6% | nt | nt | nt | 0 | 91
COc1ccc(S(=O)(=O)N2CCCCC2)cc1Br | 10% | 12 | 82 | -4% | 12 | 94 | 82 | -12 | 82

Some of the entries so far, tab-delimited.
Compound	PLAP inhibitors HTS	IL1B NFkB pot	IL1B NFkB pot cell count 2 µM	Bcl-B displacement	MRP resist rev	MRP resist rev cytotoxicity	MRP resist rev with doxorubicin	NFkB transloc inh	NFkB transloc inh cell count 2 µM
COC(=O)C1CCN(C(=O)Cc2ccc(OC)c(OC)c2)CC1	nt	-4	139	nt	16	95	80	4	139
CCn1c(CSc2nc3ccccc3[nH]2)n[nH]c1=S	-121%	-3	182	-6%	10	86	77	3	182

The listing picks up, starting five compounds before the break.
SMILES | PLAP inhibitors HTS | IL1B NFkB pot | IL1B NFkB pot cell count 2 µM | Bcl-B displacement | MRP resist rev | MRP resist rev cytotoxicity | MRP resist rev with doxorubicin | NFkB transloc inh | NFkB transloc inh cell count 2 µM
COC(=O)C1CCN(C(=O)Cc2ccc(OC)c(OC)c2)CC1 | nt | -4 | 139 | nt | 16 | 95 | 80 | 4 | 139
CCn1c(CSc2nc3ccccc3[nH]2)n[nH]c1=S | -121% | -3 | 182 | -6% | 10 | 86 | 77 | 3 | 182
c1ccc(-c2nnc3sc(CN4CCC5(CC4)OCCO5)cn23)cc1 | 3% | nt | nt | -7% | 6 | 81 | 75 | nt | nt
Cc1ccc(Cn2nc(-c3ccccc3)nc2-c2ccccc2)cc1 | 6% | 0 | 91 | -6% | nt | nt | nt | 0 | 91
COc1ccc(S(=O)(=O)N2CCCCC2)cc1Br | 10% | 12 | 82 | -4% | 12 | 94 | 82 | -12 | 82
O=C(CN(Cc1ccccc1F)S(=O)(=O)c1ccc(Cl)cc1)NCCC1=CCCCC1 | 6% | 10 | 107 | 3% | nt | nt | nt | -10 | 107
O=C(C=C1CCN(c2ncc(C(F)(F)F)cc2Cl)CC1)NNC(=O)Nc1ccc(Cl)cc1 | 3% | 4 | 115 | -6% | nt | nt | nt | -4 | 115
O=C(OCn1nnc2ccccc2c1=O)c1cccs1 | 12% | nt | nt | 4% | -8 | 97 | 105 | nt | nt
O=C(Nc1nnc(COc2ccc(Cl)cc2)s1)c1ccc([N+](=O)[O-])cc1 | -12% | 5 | 133 | 1% | nt | nt | nt | -5 | 133
CCOc1cc(CNCCc2ccc(S(N)(=O)=O)cc2)ccc1OCC(=O)NC1CCCCC1 | -86% | 4 | 195 | 4% | nt | nt | nt | -4 | 195
CCOC(=O)c1[nH]c2ccccc2c1NC(=O)c1ccc(Br)o1 | nt | 5 | 115 | nt | -7 | 47 | 54 | -5 | 115
O=C(c1ccc(-c2nnc(Nc3ccccc3)c3ccccc23)cc1)N1C[C@H]2C[C@H](C1)c1cccc(=O)n1C2 | -45% | 0 | 164 | -15% | 2 | 95 | 93 | 0 | 164
COc1ccc(OC)c(-n2nnnc2SCC(=O)O)c1 | -23% | 9 | 181 | 5% | 5 | 105 | 100 | -9 | 181
Cc1ccc(OCC(=O)N2CCN(c3nnc(-c4ccccc4)c4ccccc34)CC2)cc1 | -54% | 3 | 172 | -2% | -2 | 85 | 88 | -3 | 172
COCCNC(=O)c1ccccc1NC(=O)c1ccccc1N(C)S(=O)(=O)c1ccccc1 | -62% | -5 | 170 | 3% | nt | nt | nt | 5 | 170
O=c1[nH]c2cc3c(cc2cc1C(c1nnnn1CC1CCCO1)N1CCCCCC1)OCCO3 (stereo not drawn) | -52% | 17 | 178 | -16% | -4 | 68 | 72 | -17 | 178
CCOC(=O)N1CCC(NC(=O)CN2C(=O)C(CC)Oc3ccc(C)cc32)CC1 (stereo not drawn) | -58% | nt | nt | -2% | 3 | 85 | 82 | nt | nt
Cc1cc(C)n2nc(SCC(=O)c3ccccc3)nc2n1 | 8% | 9 | 142 | -9% | nt | nt | nt | -9 | 142
CCCn1c(N)c(C(=O)CSc2nnc(C3CC3)n2Cc2ccccc2)c(=O)[nH]c1=O | -17% | -1 | 156 | 6% | -1 | 88 | 89 | 1 | 156
CCOC(=O)N1CCN(C(=O)CN(c2ccc(OCc3ccccc3)cc2)S(C)(=O)=O)CC1 | -39% | 17 | 142 | 0% | nt | nt | nt | -17 | 142
CC(C)NC(=O)c1cc(-n2cnnc2)ccc1Cl | 9% | 5 | 58 | 2% | -1 | 89 | 89 | -5 | 58
CC(NC(=O)c1cc2ccccc2o1)C(=O)O (stereo not drawn) | 12% | 8 | 102 | -7% | -13 | 94 | 107 | -8 | 102
N#CC1=C(SCc2ccccc2)NC(=O)CC1c1ccco1 (stereo not drawn) | 22% | -1 | 202 | -1% | 17 | 87 | 71 | 1 | 202
CC1(C)CC(=O)c2c(oc3cc(O)c(O)cc23)C1 | 13% | -9 | 154 | 6% | -30 | 87 | 117 | 10 | 154
Cc1ccc(OCc2nnc(SCC(=O)Nc3ccc4c(c3)OCO4)n2C)cc1 | 12% | 18 | 179 | -2% | 2 | 80 | 79 | -18 | 179
Cc1ccc(CNC(=O)C2CC(c3ccccc3[N+](=O)[O-])=NO2)o1 (stereo not drawn) | 7% | -5 | 95 | -8% | nt | nt | nt | 6 | 95
Cc1ccc(-c2nnc(SCC(C)C)n2C)cc1 | -14% | 7 | 133 | 9% | -4 | 79 | 83 | -7 | 133
O=C(CC12CC3CC(CC(C3)C1)C2)NCCN1CCOCC1 | -39% | -7 | 119 | -6% | 0 | 85 | 85 | 7 | 119
CCOCCCN1C(=O)CN(C2CCCCC2)C(=O)C1c1ccc(OCC)c(OC)c1 (stereo not drawn) | -36% | 14 | 152 | -5% | 3 | 93 | 90 | -14 | 152
Cc1ccc2[nH]c(=O)c(C(c3nnnn3C(C)(C)C)N3CCN(C(=O)c4ccco4)CC3)cc2c1 (stereo not drawn) | -32% | 1 | 122 | -9% | nt | nt | nt | -1 | 122
O=C1CCCC2=C1C1(O)C(=O)c3ccccc3C1(O)O2 (stereo not drawn) | -3% | 1 | 78 | -8% | 7 | 107 | 100 | -1 | 78
O=C(CSc1nnc(Cc2cc(=O)[nH]c(=O)[nH]2)n1-c1ccccc1)N1CCCCC1 | -21% | -12 | 164 | 9% | -9 | 96 | 105 | 12 | 164
Cc1ccc(-n2c(SCC(=O)Nc3ccc4c(c3)OCCO4)nnc2-c2ccco2)cc1 | 5% | -1 | 101 | -3% | 2 | 14 | 12 | 2 | 101
Cc1ccc(-c2cc(C(=O)NCc3ccco3)c3ccccc3n2)s1 | 3% | 4 | 120 | -11% | nt | nt | nt | -4 | 120
O=C(O)CC1(CC(=O)Nc2ccc3ccccc3c2)CCCCC1 | 12% | 6 | 50 | -5% | 3 | 106 | 103 | -6 | 50
O=C(NC(=S)Nc1ccccc1)c1csnn1 | -10% | 12 | 153 | -3% | nt | nt | nt | -12 | 153
N#C/C(C(N)=O)=C1/CCc2ccccc2N1 | -3% | 22 | 155 | -1% | -6 | 106 | 113 | -22 | 155
Cc1ccc(/C=C(\C#N)c2nc3ccccc3[nH]2)s1 | 11% | 6 | 129 | -20% | nt | nt | nt | -6 | 129
CC1(C)Cc2ccccc2C(Nn2cnnc2)=N1 | 7% | -7 | 70 | 1% | 5 | 96 | 91 | 8 | 70
COc1ccc(-c2noc(CN(C)S(=O)(=O)c3ccccc3)n2)cc1OC | nt | 3 | 151 | nt | nt | nt | nt | -3 | 151
COc1ccccc1-c1ccc(=O)n(CC(=O)Nc2ccc(C(=O)N3CCCC3)cc2)n1 | -44% | -16 | 139 | -13% | 4 | 98 | 94 | 16 | 139

5 entries from above, ordered by the number in PLAP inhibitors HTS, highest first.
| compound | PLAP inhibitors HTS | IL1B NFkB pot | IL1B NFkB pot cell count 2 µM | Bcl-B displacement |
| --- | --- | --- | --- | --- |
| Cc1ccc(/C=C(\C#N)c2nc3ccccc3[nH]2)s1 | 11% | 6 | 129 | -20% |
| CC1(C)Cc2ccccc2C(Nn2cnnc2)=N1 | 7% | -7 | 70 | 1% |
| O=C(NC(=S)Nc1ccccc1)c1csnn1 | -10% | 12 | 153 | -3% |
| Cc1ccc2[nH]c(=O)c(C(c3nnnn3C(C)(C)C)N3CCN(C(=O)c4ccco4)CC3)cc2c1 (stereo not drawn) | -32% | 1 | 122 | -9% |
| COc1ccccc1-c1ccc(=O)n(CC(=O)Nc2ccc(C(=O)N3CCCC3)cc2)n1 | -44% | -16 | 139 | -13% |

The list continues:
SMILES | PLAP inhibitors HTS | IL1B NFkB pot | IL1B NFkB pot cell count 2 µM | Bcl-B displacement | MRP resist rev | MRP resist rev cytotoxicity | MRP resist rev with doxorubicin | NFkB transloc inh | NFkB transloc inh cell count 2 µM
O=C(Nc1nc2n(n1)C(c1ccc(Cl)cc1)CC(c1ccc(Cl)cc1)N2)c1ccco1 (stereo not drawn) | -48% | -2 | 70 | -10% | -32 | 56 | 88 | 2 | 70
COc1cccc(CNS(=O)(=O)c2cccc(S(=O)(=O)N3CCOCC3)c2)c1 | 9% | 4 | 159 | 6% | 13 | 95 | 82 | -4 | 159
Fc1ccc(CNc2nc(-c3ccco3)cc(C(F)(F)F)n2)cc1 | 3% | -8 | 141 | 5% | nt | nt | nt | 8 | 141
COC(=O)c1ccc(NC(=O)Cn2nc(-c3ccncc3)nc2SCC(=O)Nc2nccs2)cc1 | -4% | 26 | 197 | -2% | nt | nt | nt | -26 | 197
Cc1ccc(F)c(NC=C2C(=O)OC(C)(C)OC2=O)c1 | -12% | nt | nt | 20% | -8 | 87 | 94 | nt | nt
CCc1ccccc1NC(=O)N[C@H](C(=O)O)C(C)CC (stereo partly drawn) | 9% | 13 | 133 | -10% | -25 | 101 | 126 | -13 | 133
COc1cc(/C=C2/C(=O)N=C(N)N2C)cc(OC)c1OC | -57% | 9 | 167 | -13% | -6 | 92 | 98 | -9 | 167
CCOC(=O)c1cc(-c2ccc(F)cc2)n(CC(=O)Nc2nccs2)c1C | nt | -3 | 174 | nt | -9 | 67 | 76 | 4 | 174
CC(=O)c1c(C)nc2ccc(Br)cc2c1C(=O)O | -7% | -19 | 147 | 17% | -12 | 67 | 80 | 19 | 147
